procasp3 activ: activators of human procaspase-3 D3A mutant, primary screen, biochemical, absorbance, PC-3 D3A mutant, single concentration; hit rate 0.11% among 330,000; Caspase-3 (Homo sapiens), P42574; activation, % at 8.5 µM; AID 463141, 2010; recombinant procaspase-3 D3A, Ac-DEVD-pNA absorbance 405 nm;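 active = activation above the mean of all tested compounds plus 3 SD, cut at about 21% in these data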;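 also: 0% = DMSO alone and 100% = DMSO wells spiked with extra 5 µM PC-3 D3A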
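Assay system – Procaspase-3 D3A mutant, all three cleavage aspartates alanine · Controls – DMSO-only low control, 5 µM PC-3 D3A high control · Schedule – 1 h compound preincubation, 2 h substrate hydrolysis at 25 °C · Signal – 405 nm absorbance of p-nitroaniline, reads at 0 and 120 min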
MEP2 TOR yeast: modulators of MEP2-GFP levels in yeast, primary screen, S. cerevisiae, multiplex flow cytometry, MLPCN library; S. cerevisiae MEP2-GFP strain, 3 h; 100% = DMSO control level; hit rate 0.51% among 330,000; GFP response vs DMSO, % at 10 µM;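 active = GFP response versus DMSO above a set limit, roughly screen mean plus 3 SD, cut at about 180% in these data; inconclusive = fewer than 70 cells counted for a yeast strain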;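 also: median GFP fluorescence of the barcode-gated MEP2-GFP cells per well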
AHR activator: AHR activators, primary screen, cell-based, luminescence, luciferase reporter, human. Aryl hydrocarbon receptor (Homo sapiens), P35869. AHR-responsive luciferase reporter cells. activation, % at 5 µM. hit rate 2.5% among 320,000; in the data active = activation above about 47%;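 also: 0% = vehicle wells and 100% = reference agonist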
ZTA DNA inh: blocks Epstein-Barr virus ZTA, an EBNA-1 counter-screen; P03206; ZTA-DNA binding, fluorescence polarization; inhibition, % at 11 µM; hit rate 0.15% among 320,000; in the data active = inhibition above about 33%
EBNA-1 inhibitor: EBNA-1 DNA-binding inhibitors, primary screen, biochemical, fluorescence polarization; hit rate 0.34% among 300,000; AID 1950, 2009; inhibition, % at 14.8 µM; in the data active = inhibition above about 28%
proCasp7 act: procaspase-7 activators, primary screen, counter-screen for procaspase-3 activator project, biochemical, absorbance, HTS, human | Caspase-7 (Homo sapiens), P55210 | hit rate 0.093% among 330,000 | activation, % at 8.5 µM | recombinant procaspase-7, Ac-DEVD-pNA absorbance 405 nm; D23A/D198A/D206A triple mutant, cannot self-cleave; scale: DMSO 0, 5 µM enzyme 100 | AID 463210, 2010;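 active = percent activation above the screen-wide mean plus 3 SD, cut at about 25% in these data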
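Assay system – Uncleavable procaspase-7 mutant enzyme · Quantity – 2 µM procaspase-7 mutant as dispensed · Times – 1 h preincubation, 2 h reaction · Dosing – single nominal 8.5 µM compound dose, 0.8% DMSO final · Buffer or medium – Zinc-free 50 mM HEPES buffer, pH 7.4, with NaCl and Triton X-100 · Detection – Epi-absorbance of released pNA at 405 nm, two timepoints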
LAP4 TOR yeast: modulators of LAP4-GFP expression in yeast, primary screen, S. cerevisiae, multiplex flow cytometry, MLPCN library; 3 h; median GFP as percent of DMSO wells; GFP response vs DMSO, % at 10 µM; hit rate 0.34% among 320,000;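 active = GFP response vs DMSO above a set limit, about the screen mean plus 3 SD, cut at about 150% in these data; inconclusive = under 70 cell events counted for the yeast strain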
RPL19A-GFP yeast: RPL19A-GFP expression modulators in yeast, primary screen, cell-based, S. cerevisiae, multiplex flow cytometry, MLPCN; percent response vs DMSO, % at 10 µM; AID 2025, 2009; hit rate 0.3% among 330,000; S. cerevisiae RPL19A-GFP strain, 3 h; hits give low values;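 active = percent response vs DMSO below 50%; inconclusive = fewer than 70 events counted for the yeast strain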;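 also: median channel GFP fluorescence of the barcoded RPL19A-GFP strain; ratio of sample median GFP to plate DMSO average so 100% = DMSO; lower means less RPL19A-GFP as with rapamycin TOR inhibition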
* hit, by the source's call; u = inconclusive; x = no result given; [ ] = another dose, or the depositor's remark. Compounds as they come, and some 3.8% of all compounds hit somewhere here.

SMILES	procasp3 activ	MEP2 TOR yeast	AHR activator	ZTA DNA inh	EBNA-1 inhibitor	proCasp7 act	LAP4 TOR yeast	RPL19A-GFP yeast
Cc1cc(C)cc(NC(=O)CSc2nnc(-c3ccccc3)n2N)c1	2	95	34	-20	-8	4	103	98
CCn1nc(C(=O)OCC(=O)c2cc(C)n(Cc3cccs3)c2C)c2ccccc2c1=O	0	107	0	3	-9	6	107	100
Cc1ccccc1C(=O)N1CCN(c2ccc(NC(=O)c3ccc([N+](=O)[O-])o3)cc2)CC1	-2	110	-4	-17	10	8	95	111
C/C(CC(=O)NCc1ccco1)=N\NC(=O)C(c1ccccc1)c1ccccc1	2	102	3	-4	-7	11	98	102
Cc1cc(C)nc(N(C#N)Cc2ccccc2C)n1	5	99	0	13	-1	0	92	103
C=CC[C@H]1CC(C)=C[C@H](CC=C)N1C(=O)c1cc(COc2ccccc2SC)on1	-2	85	4	3	7	-6	73	101
CCOC(=O)c1cnn2c(C(F)(F)F)cc(-c3ccccc3)nc12	1	95	-1	9	6	2	95	93
COc1cc([N+](=O)[O-])ccc1NC(=O)CCCOc1ccc(C)cc1	-2	103	1	-8	-7	10	99	99
CCN1CCN(c2nc(Nc3ccccc3F)nc(N)c2[N+](=O)[O-])CC1	-7	87	6	-6	-1	4	89	93
O=C(O)c1ccccc1CSc1nc2ccccc2o1	-5	97	18	-14	2	-7	109	97
COc1ccc(-c2nn(-c3ccccc3)cc2C(=O)Nc2ccc(C(=O)O)cc2)cc1OC	4	96	3	-8	-10	-2	98	99
O=C(/C=C/c1cccc([N+](=O)[O-])c1)NCCSCc1ccc(Cl)cc1Cl	3	102	-3	-6	-1	3	93	100
Cc1nn(-c2ccccc2)c(C)c1C(=O)N1CCN(S(=O)(=O)c2ccccc2)CC1	6	99	-1	2	x	5	105	96
Cc1ccc(C)c(S(=O)(=O)N2CCCCC2CCNC(=O)C(=O)NC2CCCC2)c1 (stereo not given)	9	95	3	4	10	6	124	95
Cc1ccnc(Nc2nc(-c3ccc(F)cc3)cs2)c1	-1	97	165*	-19	-12	-11	95	99
CCCn1c(N)c(N(CCOC)C(=O)/C=C/c2cccc(Cl)c2)c(=O)[nH]c1=O	7	105	1	8	-11	-2	102	101
O=C(O)COc1ccccc1C(Nc1ccccn1)c1cc(Cl)c2cccnc2c1O (stereo not given)	2	87	10	2	8	5	91	96
Cc1csc(NC(=O)c2c(O)c3c(n(CC(C)C)c2=O)CCCC3)n1	-4	89	1	-2	-5	2	80	86
COC(=O)CCCCC1SCC(NC(=O)c2ccccc2)C1OC(C)=O (stereo not given)	-1	91	2	4	-8	-4	101	93
COc1ccccc1C(C)NCC(=O)Nc1c(F)cccc1F (stereo not given)	4	97	1	24	0	1	94	101
CCOC(=O)/C=c1\s/c(=C\c2ccc(C(F)(F)F)cc2)c(=O)n1CC(=O)NCc1ccco1	3	104	1	1	-19	-3	97	104
Cc1c(NC(=S)NC(=O)c2cccc3ccccc23)cccc1C(=O)O	-1	101	1	-1	9	11	109	102
COc1ccccc1-c1cc(C(F)(F)F)nc(S(=O)(=O)CCCC(=O)N2CCOCC2)n1	2	104	-8	2	7	-11	98	101
O=C(CCC(=O)N1CCOc2ccc(Cl)cc21)NCCCN1CCOCC1	-2	99	-2	12	5	5	118	100
O=C1c2ccccc2C(=O)N1CC(O)COc1ccccc1Cl (stereo not given)	5	101	-3	4	9	3	90	103
The listing continues.
SMILES	procasp3 activ	MEP2 TOR yeast	AHR activator	ZTA DNA inh	EBNA-1 inhibitor	proCasp7 act	LAP4 TOR yeast	RPL19A-GFP yeast
CC(=O)Nc1ccc(S(=O)(=O)Nc2cc(C)cn(Cc3ccc(C)cc3)c2=O)cc1	0	99	0	-18	-13	-9	96	97
O=C1N=C(N2CCc3ccccc3C2)S/C1=C\c1ccc(O)cc1	-1	99	-2	1	1	-7	110	96
COc1ccc(CCN=C2SCC(=O)N2C)cc1OC	6	103	2	-21	-6	9	103	97
CCCCCSc1nc(O)cc(=O)[nH]1	-6	u	0	3	2	-7	76	89
CCOC(=O)N1CCN(C(=O)Cc2ccc(Cl)cc2)CC1	2	105	-3	-15	-1	-12	106	103
Oc1oc(-c2ccc(Br)cc2)nc1/C=N/c1ccccn1	-2	100	0	2	17	7	94	100
O/N=C1\CCCc2nnc3c(c21)CCCC3	-6	107	-2	-18	-21	-11	104	105
O=C(COC(=O)c1cccc(O)c1)Nc1ccc(S(=O)(=O)N2CCOCC2)cc1	9	101	1	-3	x	7	94	100
CCOCCCNCc1ccc(OCCC(C)C)c(OC)c1	3	96	1	-2	-3	4	88	104
COc1ccc(NC(=S)NCCCN2CCCC2=O)c(OC)c1	-1	102	3	-5	5	4	94	92
O=C(CCC(=O)c1ccc(-c2ccccc2)cc1)Nc1cccnc1	1	91	3	-14	3	-1	101	91
O=C(NC1CCCCC1)c1cc(S(=O)(=O)N2CCCCC2)ccc1N1CCOCC1	11	99	0	-4	x	6	103	100
COc1cc(S(=O)(=O)NC2CCCCC2)ccc1F	0	105	0	-1	12	2	113	110
COc1ccc(-c2noc(Cc3ccc(Cl)cc3)n2)cc1OC	2	97	8	4	8	1	96	102
CC(C)CCCN1CCN=C1Nc1ccccc1	2	89	-1	11	-1	4	109	93
CCCCN1C(=O)C(=Nc2cccc3cnccc23)c2ccccc21	1	85	3	26	3	4	92	95
O=C(NCCCn1ccnc1)c1ccc2nccnc2c1	2	104	13	3	-11	8	99	99
O=C(CN1c2cccc3cccc(c23)S1(=O)=O)NCCc1ccc(F)cc1	-10	93	3	x	x	-62	94	94
CCOc1ccc(N(CC(=O)O)S(=O)(=O)c2ccc(OC)c(OC)c2)cc1	-1	102	4	5	-4	7	99	100
COc1cccc(C(=O)Nc2ccc(NC(=O)C3CC3)nc2)c1	-3	103	5	-25	-16	-5	101	102
COc1ccc(C(C(=O)NC2CCCC2)N(C(=O)c2snc(C(N)=O)c2N)c2ccccc2OC)cc1OC (stereo not given)	7	113	2	6	-2	5	103	106
O=C(CSC(=S)N1CCCCC1)N1N=CCC1c1ccccc1 (stereo not given)	1	99	1	6	0	7	104	96
Nc1n[nH]c(N)c1N=Nc1ccc(F)cc1	-7	106	2	-18	-10	2	98	101
COc1ccc(C(=O)Nc2ccc3c(c2)nc2n3CCSC2)cc1	-1	103	-14	-16	-1	5	100	97
O=C(NCc1ccccn1)c1cc(Cl)ccc1OCc1ccccc1	-2	104	11	-11	-1	3	96	102
(further entries)
SMILES	procasp3 activ	MEP2 TOR yeast	AHR activator	ZTA DNA inh	EBNA-1 inhibitor	proCasp7 act	LAP4 TOR yeast	RPL19A-GFP yeast
Cc1ccc(OCCN2C(=O)S/C(=C\c3ccc(C)o3)C2=O)cc1	-3	103	-2	4	13	-32	99	102
COc1ccc(Br)cc1C(=O)Nc1cccc(NC(=O)c2ccco2)c1	1	97	84*	16	9	-4	98	96
COc1cccc(NC(=O)NCc2ccccn2)c1	7	90	7	7	-1	7	87	101
CC(=O)C12CC(C)=C(C)CC1CC1C3CCC4=CC(=O)CCC4(C)C3CCC12C (stereo not given)	1	101	-5	4	2	-7	96	99
O=C(CCOc1ccccc1)Nc1ccnn1C1CCN(CCc2ccccc2)CC1	3	100	5	-2	-26	-5	92	101
CC(C)[C@H](NC(=O)CCn1nnc2ccccc2c1=O)C(=O)O	1	96	2	2	1	-9	90	98
COc1ccc(NS(=O)(=O)c2ccc3c(c2)NC(=O)C(C)S3)cc1 (stereo not given)	5	110	0	4	3	3	108	105
CCc1ccccc1N1CC(C(=O)Nc2cc(S(=O)(=O)N3CCCC3)ccc2Cl)CC1=O (stereo not given)	4	99	2	15	x	-7	103	94
CCOc1cc(C(=O)NC(C)C2CC3CCC2C3)cc(OCC)c1OCC (stereo not given)	-13	96	-1	-19	-1	2	100	99
C[C@H](NC(=O)[C@H](Cc1ccccc1)NC(=O)c1cc2cc(Cl)ccc2n1C)C(=O)O	11	101	24	8	6	-3	95	102
Cc1ccc(OCCCn2c(CO)nc3ccccc32)cc1	9	143	-1	-20	2	0	140	84
CCCCOc1cccc(C(=O)N(Cc2ccco2)C2CCS(=O)(=O)C2)c1 (stereo not given)	-3	82[may fluoresce violet]	3	19	-3	6	79[may fluoresce violet]	75[may fluoresce violet]
CC1CC(C)CN(S(=O)(=O)c2cccc(C(=O)OCCN3CCCC3=O)c2)C1 (stereo not given)	0	105	-1	-14	1	0	102	105
COc1cc(C(=O)OCCNC(=O)c2cccnc2)cc(OC)c1OC	5	107	5	x	x	7	95	103
CCN(C(=O)COC(=O)Cc1ccc(F)cc1)c1c(N)n(Cc2ccccc2)c(=O)[nH]c1=O	9	93	1	-1	x	3	100	97
CN1CCN(S(=O)(=O)c2csc(C(N)=O)c2)CC1	3	108	1	1	1	-13	109	103
Cc1oc2c(CN3CCOCC3)c(O)ccc2c(=O)c1-c1ccc(Cl)cc1	2	95	0	9	-6	15	99	96
CCn1c(C(=O)N2CCC(C(=O)N3CCN(c4ccccn4)CC3)CC2)cc2sccc21	3	101	-3	-10	-1	-2	103	100
CCCCn1c(SCC(=O)Nc2cc(C)on2)nnc1-c1cccs1	-1	107	-2	-6	-7	3	114	97
Fc1ccc2nc3n(c2c1F)CCCCCC3	2	98	1	17	-3	2	112	97
COc1cccc(C2CCCCN2Cc2nc(-c3ccc(C)o3)oc2C)c1 (stereo not given)	-3	100	-1	7	-1	-4	98	96
Cc1cc(Nc2cccc(Cl)c2)c2ccccc2n1	-1	102	18	-8	-15	9	96	102
COc1ccc(C(=O)OCC(=O)NCC2CCCCC2)cc1S(=O)(=O)N1CCCc2ccccc21	6	98	1	16	4	13	96	97
COc1ccc(CCC(=O)Nc2ccc(S(=O)(=O)Nc3nccc(C)n3)cc2)cc1	2	107	0	1	20	-8	98	98
CC1(C)CC(=O)C2=C(C1)N(CCN1CCOCC1)C1=C(C(=O)CC(C)(C)C1)C2c1cccc(F)c1	-5	96	0	-4	-9	-4	88	97
Cc1ccc([C@@H]2C[C@H]3CN(Cc4cccc(Cl)c4)C(=O)[C@]34CCCN24)o1	-6	97	-3	13	3	4	99	99
CC(C)(C)OC(=O)N1CCN(C(=O)c2[nH]cnc2C(=O)Nc2nccs2)CC1	-1	92	9	-7	x	-3	91	93
COc1ccc(-c2cc(-c3nnc(COC(=O)c4ccncc4)o3)c3ccccc3n2)cc1OC	-7	112	21	-3	-5	-8	104	109
CCOc1ccc(-n2nnnc2SCC(=O)NNC(=O)c2ccco2)cc1	-4	102	1	2	-8	4	99	99

A second format for part of the listing above:
Every second line gives: procasp3 activ | MEP2 TOR yeast | AHR activator | ZTA DNA inh | EBNA-1 inhibitor | proCasp7 act | LAP4 TOR yeast | RPL19A-GFP yeast
O=C1c2ccccc2C(=O)N1CC(O)COc1ccccc1Cl (stereo not given)
    5 | 101 | -3 | 4 | 9 | 3 | 90 | 103
CC(=O)Nc1ccc(S(=O)(=O)Nc2cc(C)cn(Cc3ccc(C)cc3)c2=O)cc1
    0 | 99 | 0 | -18 | -13 | -9 | 96 | 97
O=C1N=C(N2CCc3ccccc3C2)S/C1=C\c1ccc(O)cc1
    -1 | 99 | -2 | 1 | 1 | -7 | 110 | 96
COc1ccc(CCN=C2SCC(=O)N2C)cc1OC
    6 | 103 | 2 | -21 | -6 | 9 | 103 | 97
CCCCCSc1nc(O)cc(=O)[nH]1
    -6 | u | 0 | 3 | 2 | -7 | 76 | 89

High-throughput results deposited in PubChem BioAssay by several laboratories.
